mHtt clearance = compounds clearing mutant huntingtin protein. AID 853. HeLa Exon1htt(103Q)mCFP, aggregate imaging; zero = plate's median compound well. 0.42% of 47,000 active. inhibition, % at 1.5 µM;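 active means inhibition of aggregate fluorescence above about 70%, also judged a hit by eye on the cell image, limit read from the data, passing the limit was not always enough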;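 further: cells exposed to compound for three days before fixation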
mHtt clearance grain fraction = recorded beside mHtt clearance, whose call it bears; fraction fluorescence in grains; measured here: aggregate grain fluorescence fraction; active compounds read low;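 scaled fraction of total cell fluorescence in grains with unit not stated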
An asterisk follows results filed as active; i = inactive. Some of the compounds tested; count on the stated rates, not on these rows.

SMILES	mHtt clearance	mHtt clearance grain fraction
O=C(O)COc1ccc(NC(=O)c2cccs2)cc1	-86	33
CCOC(=O)C(CC)Sc1nc2c(c(=O)[nH]c(=O)n2C)n1CCc1ccccc1 (centres undefined)	55	16
COc1ccc(C2(CNC(=O)c3ccc(Br)o3)CCOCC2)cc1	32	14
CCSc1nnc(-c2cccs2)o1	-87	40
COC(=O)c1c(-n2cnnn2)sc(C)c1C	1	31
Cc1cccc2cc(CN(CC3CCCO3)C(=O)c3cnccn3)c(=O)[nH]c12 (centres undefined)	15	17
CS(=O)(=O)N(CC(=O)NCc1ccc2c(c1)OCO2)c1ccccc1	17	28
O=C(Nc1nc2c(s1)CCc1ccccc1-2)c1ccco1	-76	33
COc1ccc(C(CC(=O)O)NC(=O)C2CCCCC2)cc1 (centres undefined)	-13	46
CC1(C)CC(=O)c2cnc(N)nc2C1	-33	51
CCOCCN(C(=O)COC)c1cccc(OC)c1	23	30
Cc1cc(Nc2cccc(F)c2)nc(-c2ccccc2O)n1	-18	50
CCC(=O)Nc1ccc(NC(=O)Cc2ccccc2)cn1	22	14
CCCCCOc1ccc(C(=O)NC(CCC)C(=O)O)cc1 (centres undefined)	-20	23
O=C1c2ccccc2C(=O)N1c1ccc(-c2nc3ccccc3o2)cc1	-61	63
Cc1[nH]nc2ncc(C(=O)c3ccccc3O)cc12	69	11
c1ccc2c(CNn3cnnc3)cccc2c1	-49	27
O=C(COc1ccc(Cl)cc1)NCCCn1ccnc1	22	29
N#CCOc1nc(N2CCOCC2)nc(N2CCOCC2)n1	-18	21
Oc1ccc(-c2[nH]ncc2-c2ccc(Cl)cc2)c(O)c1	10	20
Cn1c(=O)c2cc(S(=O)(=O)N3CCOCC3)ccc2n(C)c1=O	-43	26
CC1(C)CC(=O)C2=C(C1)N(c1ccccc1C#N)C(N)=C(C#N)C2c1cccs1 (centres undefined)	6	21
CC(=O)N/N=C/c1cc([N+](=O)[O-])ccc1OCCOc1ccccc1	-2	34
O=C(COc1ccc(-c2nnco2)cc1)N1CCN(S(=O)(=O)c2ccccc2)CC1	1	40
CC1(C)CNC(=O)c2sc(N3CCCCC3)nc2C1	-30	23

One compound at a time (already shown). Values in the order: mHtt clearance, mHtt clearance grain fraction
`Cc1cccc2cc(CN(CC3CCCO3)C(=O)c3cnccn3)c(=O)[nH]c12` (centres undefined) is listed with 15, 17
`CCCCCOc1ccc(C(=O)NC(CCC)C(=O)O)cc1` (centres undefined) is listed with -20, 23

(list continues)
SMILES	mHtt clearance	mHtt clearance grain fraction
O=C(CSc1nnc(-c2ccccc2)o1)N1CCc2ccccc2C1	34	14
COc1ccc(NC(=O)c2ccc(N(C)S(C)(=O)=O)cc2)cc1OC	24	15
O=c1c(F)cn(C2CCCO2)c(=O)n1Cc1c(Cl)cccc1Cl (centres undefined)	22	18
Cc1cc(Cl)ccc1OCC(=O)NCCCN1CCOCC1	-8	41
C=CCc1cccc2cc(C(=O)O)c(=O)oc12	31	14
CCOC(=O)N1CCN(C(=O)CSCC(=O)Nc2nc(-c3cccs3)cs2)CC1	-55	31
O=C(Nc1cccc(F)c1)NC1CCCCC1	-47	29
CC(=O)N=c1ncn(CC(COC(C)=O)OC(C)=O)c2nc[nH]c12 (centres undefined)	68	11
CCOC(=O)NC(CC(=O)O)c1ccc(OC)cc1 (centres undefined)	-38	29
COc1ccc(N(CC(=O)N2CCc3ccccc32)S(=O)(=O)c2c(C)n[nH]c2C)cc1	-10	37
COc1cc(C2=NOC(C(=O)NCc3ccccn3)C2)cc(OC)c1OC (centres undefined)	-63	35
CN1CCN(C(=O)c2ccc(CN3CCOCC3)cc2)CC1	-92	66
CC(C)C(=O)NC(NC(=S)Nc1cccc2cccnc12)C(Cl)(Cl)Cl (centres undefined)	3	21
N=c1n(-c2ccccc2)c(O)cc(=O)n1-c1ccccc1	3	36
O=C(CSc1nnc(-c2cccc(S(=O)(=O)N3CCCCC3)c2)o1)c1ccc[nH]1	32	25
COc1cccc(-c2ccc(C#N)c(OC(=O)c3c(Cl)cccc3Cl)n2)c1	4	36
CSCCC(NC(=O)CCN1C(=O)c2ccccc2C1=O)C(=O)O (centres undefined)	-18	22
O=C(CN(Cc1ccccc1)C(=O)CCC(=O)Nc1ccccn1)NCc1ccco1	8	17
COc1ccc(NC(=O)NCc2cccnc2)cc1OC	-22	23
O=C(CSc1nnc2c(Cl)cc(C(F)(F)F)cn12)Nc1ccc2c(c1)OCO2	-22	54
Cc1cccc(C2NC(=O)c3c(sc(C)c3C)N2)c1O (centres undefined)	5	38
CCOC(=O)C1=C(C(C)=O)C(c2cccnc2)C(C#N)=C(N)O1 (centres undefined)	32	30
C=COCCNC(=O)Nc1ccc(Cl)c(Cl)c1	-19	53
O=C(c1ccc(N2CCCCC2)c([N+](=O)[O-])c1)N1CCOCC1	11	18
CCCOc1cccc(C(=O)N(Cc2ccco2)C2CCS(=O)(=O)C2)c1 (centres undefined)	-1	47

Molecules above containing an NH in an aromatic ring:
SMILES	mHtt clearance	mHtt clearance grain fraction
CCOC(=O)C(CC)Sc1nc2c(c(=O)[nH]c(=O)n2C)n1CCc1ccccc1 (centres undefined)	55	16
Cc1cccc2cc(CN(CC3CCCO3)C(=O)c3cnccn3)c(=O)[nH]c12 (centres undefined)	15	17
Cc1[nH]nc2ncc(C(=O)c3ccccc3O)cc12	69	11
Oc1ccc(-c2[nH]ncc2-c2ccc(Cl)cc2)c(O)c1	10	20
CC(=O)N=c1ncn(CC(COC(C)=O)OC(C)=O)c2nc[nH]c12 (centres undefined)	68	11
COc1ccc(N(CC(=O)N2CCc3ccccc32)S(=O)(=O)c2c(C)n[nH]c2C)cc1	-10	37
O=C(CSc1nnc(-c2cccc(S(=O)(=O)N3CCCCC3)c2)o1)c1ccc[nH]1	32	25

New compounds follow
SMILES	mHtt clearance	mHtt clearance grain fraction
COC(=O)c1cn[nH]c1NC(=S)Nc1ccc(Cl)c(Cl)c1	30	11
CCOC(=O)N1CCN(C(=O)CCN2C(=O)COc3ccc(C)cc32)CC1	-4	22
NC(=O)c1ccsc1NC(=O)C1CCCN1S(=O)(=O)c1ccc(Cl)cc1 (centres undefined)	32	25
Cn1c(CN2CCCCC2)c(C#N)c2ccccc21	-6	22
CCOC(=O)c1c(NC(=O)CSc2nnc(C)s2)sc2c1CCN(C)C2	-67	33
CCCCC(=O)Nc1nn(CC(C)C)c2nc3ccccc3cc12	26	15
O=C(Nc1ccccc1)NC1(C(=O)N2CCN(c3ncccn3)CC2)CCCCC1	35	23
Cc1ccc(C(c2nnnn2CS(=O)(=O)c2ccc(C)cc2)N2CCN(c3ncccn3)CC2)cc1 (centres undefined)	2	18
COc1ccc(OC)c(NC(=O)CSc2ccccc2)c1	40	12
CCCN(CCC)CCNS(=O)(=O)c1ccc2c(c1)oc(=O)n2C	-10	49
CCOc1ccccc1NC(=O)c1cc(Cl)ccc1NC(=O)c1ccco1	-6	21
Cc1ccc(CCNC(=O)c2coc3nc4ccccc4nc23)cc1	7	19
O=C(NC1CC2CCCC(C1)N2C(=O)N1CCCCC1)C1CCCCC1 (centres undefined)	38	18
O=C(Nc1ccc(S(=O)(=O)NCc2cccnc2)cc1)c1ccco1	23	23
Cn1c(=O)c2c(nc(CN3CCc4ccccc4C3)n2CCc2ccccc2)n(C)c1=O	19	14
Cc1cc(C)nc(SCc2nnc(SCC(=O)OC3CCCCC3)o2)n1	-16	39
Cc1ccc(NC(=O)C(=O)NC2CCCCC2)cc1	-26	25
O=C(Oc1nsnc1N1CCOCC1)N1CCCCC1	39	12
COc1ccc(C(C(=O)NC2CCCCC2)N(CC2CCCO2)C(=O)CNC(=O)c2ccco2)cc1 (centres undefined)	-11	41
CC1Cc2ccccc2N1C(=O)CSc1nnc2sc3ccccc3n12 (centres undefined)	17	19
COc1ccc(S(=O)(=O)NC(CC(=O)NCc2ccccc2OC)c2ccco2)cc1 (centres undefined)	31	24
O=C1C=C(NCc2ccc(Cl)cc2)CC(c2ccco2)C1 (centres undefined)	-12	38
N#CCCSc1ncnc2c1oc1ccccc12	i	310
Cc1ccc(-c2nnn(CC(=O)NCC3CC3)n2)o1	21	31
Cc1c(C=NCCOCc2ccccc2)cnn1C	10	33

Copied from the list:
`N#CCCSc1ncnc2c1oc1ccccc12` | mHtt clearance grain fraction: 310
`COc1ccc(C(C(=O)NC2CCCCC2)N(CC2CCCO2)C(=O)CNC(=O)c2ccco2)cc1` (centres undefined) | mHtt clearance grain fraction: 41
`Cc1ccc(NC(=O)C(=O)NC2CCCCC2)cc1` | mHtt clearance: -26
`Cc1ccc(CCNC(=O)c2coc3nc4ccccc4nc23)cc1` | mHtt clearance: 7

Additional results follow:
SMILES	mHtt clearance	mHtt clearance grain fraction
CC(C)C[C@H](NC(=O)Nc1ccc(S(N)(=O)=O)cc1)C(=O)O	-16	42
c1ccc(-c2nc(NCc3cccnc3)c3oc4ccccc4c3n2)cc1	-59	33
CC(C)C(NC(=O)OCc1ccccc1)C(=O)OCC(=O)NCc1ccco1 (centres undefined)	-32	28
Cc1ccc(C(=O)Nc2ccc3c(c2)nc2n3CCSC2)cc1	30	23
c1ccc(N2CCN(c3ccccc3)C2c2cccnc2)cc1	19	15
COC(=O)Cn1nc(-c2ccc(C)c(S(=O)(=O)N(C)C)c2)c2ccccc2c1=O	-59	68
O=C1CCNc2cc3ccccc3cc21	-5	18
CC(=O)c1c(NCc2ccccc2)nc(=O)n(-c2ccccc2)c1C	-19	21
CSc1c(C#N)c(N)c(C#N)c2c1COC(C)(C)C2	-9	21
CCC(C)NC(=O)CNS(=O)(=O)c1ccc(C)cc1 (centres undefined)	44	11
COCCn1c(C)cc(C2=NNC(=Nc3ccc(OC)cc3)SC2)c1C	31	27
Cc1cc(=O)[nH]c(SCC(=O)Nc2ccc(Br)cn2)n1	-32	25
O=C(O)CN=C(NS(=O)(=O)c1ccccc1)c1ccccc1	29	25
COc1ccc(S(=O)(=O)NCc2ccccn2)c(Cl)c1Cl	23	15
COc1ccc(S(=O)(=O)N(CC(=O)NCc2ccco2)c2ccccc2)cc1	22	15
COc1ccc(CCNC(=O)CC2COc3ccccc3O2)cc1OC (centres undefined)	1	18
CCOC(=O)c1c(C)[nH]c2cc(Br)c(OC)cc12	16	31
Cc1ccc(C(c2nnnn2C(C)(C)C)N2CCC(C)CC2)cc1 (centres undefined)	10	16
CCSc1nnc(-c2cccnc2)n1-c1ccc(Cl)c(C)c1	-72	28
CCn1c(C(C#N)/C(=N\S(=O)(=O)c2cccs2)c2ccccc2)nc2ccccc21 (centres undefined)	32	26
Cc1ccc(C)c2sc(NC(=O)c3ccc(N4CCCCC4)c([N+](=O)[O-])c3)nc12	22	26
O=C(NCc1ccccc1)N1CCC(n2cnc3cc(F)ccc32)CC1	-50	59
CC(C)CC(=O)N1CCN(CC2CC=CCC2)CC1 (centres undefined)	49	9
COC(=O)c1ccc(NC(=O)CSc2nncn2C)cc1	16	35
Cc1cc2c(cc1C)N(C(=O)CSc1nncn1C)C(C)(C)c1ssc(=S)c1-2	18	15
(continued)
SMILES	mHtt clearance	mHtt clearance grain fraction
CCSc1nnc(-c2ccccc2NC(=O)CC)c(=O)[nH]1	26	14
COc1ccc(S(=O)(=O)N2CCCCCC2)cc1C(=O)OCc1c(C)noc1C	-1	34
COC(=O)c1cc(NC(=O)CN(c2ccc3c(c2)OCO3)S(C)(=O)=O)ccc1Cl	-18	21
CCOC(=O)c1ccc(NC(=O)NC(C)C2CCCO2)cc1 (centres undefined)	36	15
CC1CCCC(NC(=O)C2CCN(S(=O)(=O)N3CCC4(CC3)OCCO4)CC2)C1C (centres undefined)	-14	23
CCOC(=O)C1CCN(C(=O)CSc2cc(=O)n(CC)c3ccccc23)CC1	2	17
COc1cccc(NS(=O)(=O)c2ccc3c(c2)n(C)c(=O)c(=O)n3C)c1	-44	31
Cc1cc(/C=C(\C#N)C(=O)OCC(=O)NC(=O)NC(C)(C)C)c(C)n1CCC(C)C	-24	24
Cc1cccc(Nc2nc(-c3ccccn3)cs2)n1	56	7.9
CC(C)c1ccc2c(c1)C1(NN=C(c3ccccc3)S1)C(=O)N2 (centres undefined)	-24	24
CCOC(=O)c1c(NC(=O)CSc2nnc(Cc3ccccc3)o2)sc(C(C)=O)c1C	-42	23
Nc1ccc(CN2CCCCCC2)cc1	-10	20
COC(=O)c1ccc(NC(=O)CN2C(=O)CSC2=O)cc1	-99	41
COC(=O)c1ccc(SC2CCCCC2)c([N+](=O)[O-])c1	-40	55
Cc1ccc(-c2nn(-c3ccccc3)cc2C2CC(c3cccs3)=NN2C(=O)CCCC(=O)O)cc1 (centres undefined)	0	24
CN(CC(=O)N1CCc2ccccc21)S(=O)(=O)c1ccc(Cl)cc1	11	14
COc1ccc(OC)c(CN2CCN(C(=O)c3cccc4ccccc34)CC2)c1	-22	37
CCOC(=O)C1=C(c2ccccc2)N=c2s/c(=C\c3ccco3)c(=O)n2C1c1cccs1 (centres undefined)	-48	50
CC(C)(C#N)Nc1ccccc1	-28	54
CSc1nnc(-c2ccc(F)cc2)o1	-4	21
CCOC(=O)c1nonc1NC(C)=O	-57	26

Screens (PubChem)
